# BAZ2B inh: inhibitors of human BAZ2B bromodomain | 4.4% of 360,000 active | AlphaScreen BAZ2B-H3K14Ac peptide displacement | Potency, µM (top dose mostly 114 µM), inactives show at the top dose activity change, negative = inhibition, most hits filed as inhibitors | Q9UIF8; further: potency means the concentration at half of the fitted maximal effect; on the % scale 0 is the no-effect control and ±100 the full control effect; nearly all actives have a fitted effect of over 60% in size
#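 AlphaScreen displacement: compounds (up to 110uM) incubated 30 min at room temperature with a preformed 50 nM BAZ2B/50 nM biotinylated H3K14Ac peptide complex in PBS pH 7.4 with Tween-20. Donor and acceptor beads at 10 ug/mL final added, 20 min light-protected before reading.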
# PI4K2A inh: blocks human PI4K2A kinase activity; purified PI4K2A, ADP-Glo luminescence, 1 h; hits give low values; Q9BTU6; activity change, negative = inhibition, % at 76.9 µM; AID 1346378; 0.13% of 420,000 active; in the data active means activity change below about -50%; inconclusive means mostly about -30% to -49%;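 further: -100% = wells without enzyme as full effect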
#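 Compounds are screened against recombinant PI4K2A using PI as substrate and ATP, the latter dispensed at 300 microM. Reactions run one hour at ambient temperature before ADP-Glo detection; full inhibition defined by wells lacking enzyme.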
# RGS4 inh: inhibitors of human regulator of G protein signaling 4; 0.039% of 390,000 active; Transcreener GDP fluorescence polarization, RGS4-accelerated GTP hydrolysis; AID 504845; Potency, µM (top dose mostly 114 µM), for the others: at the highest dose activity change, negative = inhibition, actives largely listed as inhibitors; further: potency means the concentration at half of the fitted maximal effect; on the % scale 0 is the no-effect control and ±100 the full control effect; nearly all actives have a fitted effect of over 75% in size; some results filed as inactive show a strong effect at the top dose
#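 MLSMR compounds (23 nl, pin-transferred) preincubated 10 min at room temperature with a 500nM (2x) first reagent, then RGS4 at 900nM (2x) plus Transcreener GDP mix added; fluorescence polarization (620/688 nm) read before and after 90 min at 30 °C.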
# ERG-DNA inh: blocks human ERG Ets domain binding to DNA. fluorescence polarization, His-ERG Ets domain / labelled DNA. Potency, µM (doses to about 76.9 µM), for the others: at the highest dose FP activity, negative = inhibition, usual class: inhibitors. 0.028% of 370,000 active. AID 624246. P11308; active means well fitted inhibition curve with a large enough effect in the polarisation, with a control signal flat; inconclusive means small, poorly fitted or top-dose-only effect, or effect the other way, or a change in a side signal; inactive means no such curve, though single readings can be large or run the other way; the % refers to the polarisation;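 further: polarization taken with two DNA probes labelled with fluorescein and Texas red; potency means the concentration at half of the fitted maximal effect; % of control where 0% means no effect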
#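 His-tagged ERG Ets domain (1 uM in the protein solution; 300mM KCl, 50mM Tris-HCl, 1mM EDTA, 1mM DTT, pH 7.5) received compound, then a probe mix of 5 nM fluorescein-DNA and 100nM Texas-615-DNA. Fluorescence polarization was read for both dyes.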
# GLS inhibitor: blocks human kidney-isoform glutaminase activity | O94925 | GLS enzymatic activity, qHTS titration | Potency, µM (doses to about 45.5 µM), inactives show top-dose activity change, negative = inhibition, usual class: inhibitors | 0.21% of 410,000 active; further: potency means the concentration at half of the fitted maximal effect; on the % scale 0 is the no-effect control and ±100 the full control effect
#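 Read-out is an Amplex red fluorescence increase coupled through glutamate oxidase and HRP, measured before and after 30 min room-temperature incubation. hKGA is in 45 mM KH2PO4 (pH 8.2) with 0.02% Tween-20; glutamine added as 1mM solution.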
# HP1b binding inh: HP1-beta chromodomain-methylated histone interaction inhibition | 0.56% of 390,000 active | AID 540317 | Potency, µM (titrated, usually from 114 µM), for the others: at the top dose activity change, negative = inhibition, hits mostly inhibitors | AlphaScreen HP1-beta / biotin-H3K9me3 peptide binding | P83916; further: potency means the concentration at half of the fitted maximal effect; nearly all actives have a fitted effect of over 70% in size; inactives centre near 23
#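 HP1-beta protein (50 nM final) preincubated 30 min at room temperature with biotinylated H3(1-18)K9me3 peptide (50 nM) in PBS pH 7.4, 0.01% Tween-20, then compound added for 30 min. AlphaScreen streptavidin donor/nickel chelate acceptor beads (10 ug/mL final), 30 min dark, luminescence read.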
# G9a block: blocks human histone lysine methyltransferase G9a; Q96KQ7; G9a H3K9 monomethylation, AlphaScreen, 2 h; Potency, µM (top dose mostly 102 µM), inactives show at the highest dose activity, negative = inhibition, usual class: inhibitors; 8.8% of 350,000 active; AID 504332; further: potency means the concentration at half of the fitted maximal effect; on the % scale 0 is the no-effect control and ±100 the full control effect; nearly all actives have a fitted effect of over 75% in size
#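 Enzyme 20 nM + cpd, 15 min RT; add b-H3K9 pep 500 nM / SAM 20 uM; 2 h RT; anti-H3K9me1 Ab 0.5 ug/mL + SA donor / anti-rabbit acceptor beads 20 ug/mL each, 10 min; AlphaScreen read.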
# JMJD2A Tudor inh: inhibitors of human JMJD2A Tudor domain; O75164; Potency, µM (highest dose often 114 µM), for the others: top-dose activity change, negative = inhibition, usual class: inhibitors; AlphaScreen JMJD2A-Tudor / H3K4me3 peptide binding; AID 504339; 4.4% of 390,000 active; further: potency means the concentration at half of the fitted maximal effect; on the % scale 0 is the no-effect control and ±100 the full control effect; nearly all actives have a fitted effect of over 50% in size
# Target sequence (O75164 whole entry, looked up, the tested form may be a part): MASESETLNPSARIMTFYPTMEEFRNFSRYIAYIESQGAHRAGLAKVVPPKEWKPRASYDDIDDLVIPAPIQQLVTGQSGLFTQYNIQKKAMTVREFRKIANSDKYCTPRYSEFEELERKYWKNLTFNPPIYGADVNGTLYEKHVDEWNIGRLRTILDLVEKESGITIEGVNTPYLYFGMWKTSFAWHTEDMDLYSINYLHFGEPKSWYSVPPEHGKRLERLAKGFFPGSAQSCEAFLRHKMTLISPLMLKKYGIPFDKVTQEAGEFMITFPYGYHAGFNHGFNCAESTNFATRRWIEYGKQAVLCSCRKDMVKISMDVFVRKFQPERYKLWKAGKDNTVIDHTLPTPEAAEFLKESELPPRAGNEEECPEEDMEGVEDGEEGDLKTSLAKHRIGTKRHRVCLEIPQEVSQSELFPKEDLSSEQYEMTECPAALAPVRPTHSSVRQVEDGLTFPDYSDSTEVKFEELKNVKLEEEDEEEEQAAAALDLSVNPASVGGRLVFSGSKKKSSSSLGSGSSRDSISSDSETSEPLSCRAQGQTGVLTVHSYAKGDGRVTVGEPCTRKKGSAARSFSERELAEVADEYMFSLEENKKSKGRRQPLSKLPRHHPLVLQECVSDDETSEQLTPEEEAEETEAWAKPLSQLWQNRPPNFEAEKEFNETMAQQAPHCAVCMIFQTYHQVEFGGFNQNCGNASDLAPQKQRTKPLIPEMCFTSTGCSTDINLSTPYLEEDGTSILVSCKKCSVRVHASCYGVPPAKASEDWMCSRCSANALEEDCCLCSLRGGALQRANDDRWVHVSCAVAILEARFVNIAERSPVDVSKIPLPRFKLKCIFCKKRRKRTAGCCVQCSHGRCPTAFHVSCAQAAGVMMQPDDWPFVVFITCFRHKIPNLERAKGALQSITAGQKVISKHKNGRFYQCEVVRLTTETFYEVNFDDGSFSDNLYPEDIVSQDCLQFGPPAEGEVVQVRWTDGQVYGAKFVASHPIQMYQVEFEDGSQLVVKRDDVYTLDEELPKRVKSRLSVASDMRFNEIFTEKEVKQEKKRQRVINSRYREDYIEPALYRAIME
# ALOX12 inh: inhibitors of human 12S-lipoxygenase ALOX12; P18054; purified 12hLO, xylenol orange hydroperoxide absorbance; Potency, µM (highest dose often 108 µM), without a hit: at the highest dose activity change, negative = inhibition, hits mostly inhibitors; 1.1% of 580,000 active; AID 1671190; further: potency means the concentration at half of the fitted maximal effect; on the % scale 0 is the no-effect control and ±100 the full control effect
#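 Purified human 12hLO at 150 nM in 25 mM Hepes, 0.01% Triton X-100, pH 7.0, preincubated 15 min at room temperature with compound. Reaction started with 40 uM arachidonic acid, 30 min at room temperature. Hydroperoxide measured by Fe-xylenol orange, 573/405 nm absorbance ratio.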
# Starred values were filed as active, the others as inactive; ? = inconclusive; . = no result given; & = joins results of further samples; [ ] = another dose, or the depositor's remark. Unless noted, the call rests on the fitted dose curve; in most records, active means well fitted curve in the direction sought with a large enough effect; inconclusive means small, poorly fitted or top-dose-only effect, or another doubt; inactive means no such curve, though single readings can be large; an effect the other way counts as inactive or inconclusive. The list is partial; the hit share may differ from the screen's.
SMILES,BAZ2B inh,PI4K2A inh,RGS4 inh,ERG-DNA inh,GLS inhibitor,HP1b binding inh,G9a block,JMJD2A Tudor inh,ALOX12 inh
CC(C)CN(C(=O)CCNC(=O)c1ccccc1Cl)C1CCS(=O)(=O)C1 (stereo unspecified),0%,-4,18%,5%,1%,32%,-8%[59 µM],5%,-1%
CCC(C)NC(=O)C1=C(C)C(=O)OC12CCC(C)CC2 (stereo unspecified),-3%,-2,15%,5%,-1%,11%,1%[59 µM],-9%,20%
O=C(CN1CCN(S(=O)(=O)c2ccccc2)CC1)Nc1ccc(Cl)c(Cl)c1,6%,-4,-12%,0%,.,18%,-3%[59 µM],-3%,0%
Cc1ccc(-c2nnc(SCC(=O)c3ccc(Cl)cc3)n2-c2ccccc2)cc1,-4%,4,-29%,7%,8%,11%,-4%[59 µM],?,-36%
Cn1c(=O)oc2cc(S(=O)(=O)N3CCCCC3)ccc21,-25%,1,13%,-13%,-1%,36%,-2%,-2%,17%
O=C(O)COc1ccc(Br)cc1/C=N\Nc1ccccn1,39%[activator],5,-28%,-9%,-6%,19%,.,?,.
O=C(O)CSc1ncnc2sc(-c3ccccc3)cc12,-5%,0,-2%,4%,1%,20%,-8%,-8%,-17%
Cc1ccc(NS(=O)(=O)c2ccc3[nH]c4c(c3c2)CCCC4)c(C)c1,40µM*,-3,-1%,-2%,-2%,?,16µM*,28µM*,?
O=C1c2ccccc2C(=O)c2c1oc(C(F)(F)F)c2C(=O)c1ccccc1,7.1µM*,-7,-25%,-1%,-4%,?,4µM*,?,?
N#Cc1cc2ccccc2n2nnnc12,-10%,3,-23%,-19%,8%,17%,50µM*,0%,-4%
CC1CCCN(S(=O)(=O)c2csc(C(N)=O)c2)C1 (stereo unspecified),?,3,6%,-20%,3%,40%[activator],42%[59 µM],-6%,10%
COC(=O)CSc1snnc1-c1ccc(Cl)cc1Cl,30%,5,-13%,-8%,0%,104%[activator],19%,48%[activator],33%[activator]
Cc1cccc(NC(=S)N/N=C/c2cccn2Cc2ccc(F)cc2)c1,8.9µM*,3,-34%,1%,-3%,-4%,?,-18%,?
COc1ccc(C(=O)NCC2CCCN2S(=O)(=O)c2cccs2)cc1 (stereo unspecified),10%,3,-8%,0%,0%,15%,-28%,-14%,3%
CCNC(=O)Nc1ccc(S(=O)(=O)Nc2cnc(C)nc2C)cc1,10%,5,5%,6%,-17%,-2%,21%,-8%,6%
Cc1ccc(-c2noc(-c3ccc(NCc4cccnc4)c([N+](=O)[O-])c3)n2)cc1,-10%,4,3%,-3%,-12%,40%[activator],9%[59 µM],-22%,-2%
CCN(CC)C(=O)NCc1c(C)cc(C)cc1C,-2%,-10,17%,0%,2%,13%,-3%,-2%,.
CC(=O)c1ccc(NC(=O)C2CCN(S(=O)(=O)c3ccc4[nH]c5c(c4c3)CCCCC5)CC2)cc1,-14%,4,-14%,0%,5%,17%,-47%[59 µM],-14%,-28%
O=C(O)COc1ccccc1/C=N/n1c(C2CCCCC2)n[nH]c1=S,-5%,-4,-31%,-5%,-7%,1%,8.9µM*,25µM*,29%
C[C@H]1CN([C@@H](C)CO)C(=O)c2cccc(NC(=O)Nc3ccc(C(F)(F)F)cc3)c2O[C@@H]1CN(C)Cc1ccc(Cl)c(Cl)c1,.,3,-5%,10%,-7%,36%,.,-19%,-9%
Cn1c(=O)c2c(SCC(=O)NCc3ccco3)nc(-c3ccccc3Cl)nc2n(C)c1=O,-14%&-36%,-20&-7,-7%&-7%,7%&1%,12%&7%,3%,54%[activator],-22%&-9%,?
CCCCN(CC(=O)NC1CC1)S(=O)(=O)c1ccc(OCC)cc1,10%,7,5%,3%,-4%,17%,2%[12.7 µM],-15%,20%
Cc1cc(C)c2c(CC(=O)Nc3nnc(C(C)C)s3)coc2c1,-20%,-1,-6%,-10%,1%,7%,3%[59 µM],-17%,-17%
CCc1cccc(NC(=S)N(CCCN2CCOCC2)C(C)c2cc3cccc(OC)c3o2)c1 (stereo unspecified),-28%,5,-20%,-7%,11%,20%,5%[59 µM],?,16%
COc1ccc(S(=O)(=O)n2oc(=O)cc2-c2ccccc2)cc1OC,56µM*,-9,-48%,-6%,-6%,4%,?,35µM*,14µM*
COc1ccc(CNC(=O)CC2Sc3ccccc3NC2=O)cc1 (stereo unspecified),-16%,-3,11%,-6%,-2%,15%,6%,-16%,-2%
CC1CCCCC1NC(=S)NC(=O)c1ccccc1Br (stereo unspecified),12%,-1,1%,-2%,18%,25%,-5%[59 µM],-14%,?
CC(OC(=O)CCc1nc(=O)c2ccccc2n1C)C(=O)NCc1ccc2c(c1)OCO2 (stereo unspecified),2%,-4,22%,9%,0%,22%,-12%[59 µM],-1%,0%
CCOC(=O)c1ccc(NC(=O)C2(c3ccccc3)CCCC2)cc1,8%,-7,-16%,-2%,-15%,54%,54%[activator],12%,0%
COc1ccc(OC)c(C2=NNC(=NCc3ccc4c(c3)OCO4)SC2)c1,?,-3,-22%,1%,-4%,?,-5%[59 µM],?,?
CC(C)(C)OC(=O)N1CCC(C(=O)NNC(=O)c2ccc(Cl)cc2Cl)CC1,-19%,8,2%,5%,8%,33%,.,-4%,-3%
CCCCN1C(=N)N([C@@H](C)CN2CCC[C@H]2CN2C(N)=NC[C@H]2CC(C)C)C[C@H]1Cc1ccccc1,.,0,1%,0%,9%,4%,.,?,-13%
CCOC(=O)c1c(C)[nH]c(C)c1C(=O)COC(=O)c1ccc(S(=O)(=O)N(CC)CC)cc1,?,43,-5%,-12%,0%,-6%,.,?,-22%
COC(=O)c1cc(=O)n(-c2ccccc2)c(=Nc2ccccc2)s1,?,4,-10%,-10%,0%,-17%,?,?,-15%
Cc1nc2ccccc2c2oc(C(=O)N3CC(C)CC(C)C3)cc12 (stereo unspecified),-27%,5,6%,-3%,-4%,27%,15%,-20%,4%
O=c1[nH]c(C2CCN(S(=O)(=O)c3ccccc3)CC2)nc2c1nnn2Cc1c(F)cccc1Cl,-20%,2,?,3%,?,25%,-11%,-10%,4%
NC(=O)c1cc(Sc2ccccc2)nc2ccccc12,.,3,6%,1%,-12%,14%[57 µM],.,-3%,-4%
CC(=O)c1ccccc1NC(=O)CC1(CC(=O)O)CCCCC1,.,0,5%,1%,3%,24%,7%,-9%,0%
COc1cccc(C(=O)N2CCN=C2SC)c1,-19%,1,0%,2%,-1%,18%,-4%,7%,127%[activator]
CN(C)S(=O)(=O)c1cc(NC(=O)COC(=O)c2ccc3c(c2)OCO3)ccc1Cl,-3%,2,-14%,1%,-13%,22%,-11%,-29%,-1%
O=C(COc1ccc2ccc(=O)oc2c1)Nc1cccc(S(=O)(=O)N2CCCCC2)c1,5%,-3,-3%,.,2%,22%,-10%[2.33 µM],-20%,190%[activator]
O=C(Nc1ccccc1)N1CCN(CCc2ccccc2)CC1,0%,3,-13%,-1%,-3%,20%,.,-14%,8%&-1%
Fc1ccc(-c2cn3cc(Cc4ccccc4)sc3n2)cc1,0%,-7,6%,6%,-7%,52%[activator],-2%[59 µM],6%,-6%
Cc1ccc2nc(-c3cccc(S(=O)(=O)N4CCCC4)c3)cn2c1,-18%[57.1 µM],-2,3%,-14%,-8%,13%,10%,-4%,19%
CCC(=O)Nc1cccc(NC(=S)NC(=O)c2cccc(C)c2)c1,-37%,2,-30%,-6%,18%,?,?,-9%[57.1 µM],35µM*
CCC(C)n1c(=N)c(C(=O)NC2CCCCC2)cc2c(=O)n3cc(C)ccc3nc21 (stereo unspecified),3%,2,10%,-6%,-13%,21%,-47%[59 µM],1%,-16%
CCc1ccc(Nc2nc3ccccc3c(=O)s2)cc1,-2%,-1,-35%,0%,5%,39%,-5%[59 µM],-1%,-7%
Cc1nc(C(=O)NCCO)cc2c1[nH]c1ccccc12,-18%,-1,3%,2%,0%,22%,12%,-12%,0%
CCN1CCN(c2ccc(S(=O)(=O)N3CCOCC3)cc2NC(=O)/C=C/c2ccc(C)cc2)CC1,2%,-3,-3%,-10%,8%,-10%,16%[0.501 µM],-30%,-8%
Cc1cc(NC(=O)CCCC(=O)OCC(F)(F)C(F)F)cc(C)c1C(=O)O,-30%,2,-2%,-1%,11%,51%[activator],53%[activator][59 µM],-3%,-3%
CSCCC(NC(=O)c1ccco1)C(=O)OC(C)C(=O)NC(=O)NC1CCCCC1 (stereo unspecified),2%,-4,-1%,12%,9%,19%,15%[59 µM],-17%,32%[activator]
O=C(NCCc1ccc(Cl)cc1)c1ccc(NC2=NC3CS(=O)(=O)CC3S2)cc1 (stereo unspecified),13%,-6,18%,8%,2%,33%,.,0%,4%
O=C1NC(=O)/C(=C\c2ccccc2OCc2cccc([N+](=O)[O-])c2)N1,-10%,0,-20%,11%,5%,29%,14%[59 µM],-11%,-14%

# Bioassay records as filed in PubChem BioAssay.
